Screening results deposited in PubChem BioAssay by National Center for Advancing Translational Sciences (NCATS).
SNCA viab count: GF-AFC viability counterscreen for inhibitors of alpha-synuclein gene (SNCA) expression; AID 1671193, 2021; HEK-293-SNCA-luc viability, GF-AFC fluorescence, 24 h; Potency, µM (highest dose often 57.1 µM), for inactives: at the top dose activity change, negative = cytotoxicity, actives largely listed as cytotoxic; hit rate 0.12% among 150,000;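 note: potency is the fitted concentration of half-maximal effect; 0% = DMSO-treated cells and -100% = medium-only wells without cells; nearly all actives have a fitted effect of over 30% in size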
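HEK-293-SNCA-luc cells (1500/well) plated 24 h, then exposed 24 h to a dilution series; GF-AFC added 30 min at 37C, fluorescence 405/540 nm; normalised to medium-only and DMSO wells, Hill fit.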
HEK cytotox: Cytotoxic Profiling in HEK 293 Cell Line of Diverse Libraries Using Quantitative High-Throughput Screening; HEK 293 viability, ATP luminescence (CellTiter-Glo), 48-72 h; Potency, µM (series often up to 115 µM), for inactives: top-dose activity change, negative = cytotoxicity, hits mostly inhibitors; hit rate 6.6% among 94,000; note: potency is the fitted concentration of half-maximal effect; nearly all actives have a fitted effect of over 60% in size
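Viability of HEK 293 cells, plated at 250 cells/well, was judged by cellular ATP after compound treatment for 48 or 72 hr. Luminescence was imaged 10 min after CellTiter-Glo addition at room temperature.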
FLuc inh: Firefly luciferase inhibition profiling of diverse chemical library using quantitative high-throughput screening. Luciferin 4-monooxygenase (Photinus pyralis), P08659. Potency, µM (doses to about 115 µM), inactives show at the top dose activity change, negative = inhibition, hits mostly inhibitors. hit rate 2.5% among 76,000. purified P. pyralis luciferase, luminescence, biochemical; note: potency is the fitted concentration of half-maximal effect; nearly all actives have a fitted effect of over 65% in size
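Purified 10nM P. pyralis luciferase with 10uM D-luciferin and 10uM ATP in 50mM Tris acetate pH 7.5, 10mM Mg acetate, 0.01% Tween-20, 0.05% BSA. qHTS titration; luminescence read by CCD imager.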
NIH3T3 tox: Cytotoxic Profiling in NIH 3T3 Cell Line of Diverse Libraries Using Quantitative High-Throughput Screening; NIH 3T3 viability, CellTiter-Glo ATP luminescence, 48-72 h; Potency, µM (titrated, usually from 96.7 µM), without a hit: at the highest dose activity change, negative = cytotoxicity, actives largely listed as inhibitors; hit rate 4.3% among 94,000; AID 1345082, 2018; note: potency is the fitted concentration of half-maximal effect; nearly all actives have a fitted effect of over 55% in size
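Luminescent ATP readout (CellTiter-Glo, 10 min RT) after 48 or 72 hr compound exposure of NIH 3T3 cells seeded at 400 cells/well in 1536-well format; quantitative HTS.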
GPT2 inh: Primary qHTS assay for inhibitors of Glutamate pyruvate transaminase 2 (GPT2) | Potency, µM (top dose mostly 57.7 µM), without a hit: at the highest dose activity change, negative = inhibition, hits mostly inhibitors | AID 1671188, 2021 | hit rate 0.25% among 100,000 | Alanine aminotransferase 2 (Homo sapiens), Q8TD30 | Recombinant GPT2, coupled pyruvate oxidase/HRP Amplex Red fluorescence; note: potency is the fitted concentration of half-maximal effect; nearly all actives have a fitted effect of over 60% in size; many of its hits are not listed in these tables
Target sequence (Q8TD30 whole entry, looked up): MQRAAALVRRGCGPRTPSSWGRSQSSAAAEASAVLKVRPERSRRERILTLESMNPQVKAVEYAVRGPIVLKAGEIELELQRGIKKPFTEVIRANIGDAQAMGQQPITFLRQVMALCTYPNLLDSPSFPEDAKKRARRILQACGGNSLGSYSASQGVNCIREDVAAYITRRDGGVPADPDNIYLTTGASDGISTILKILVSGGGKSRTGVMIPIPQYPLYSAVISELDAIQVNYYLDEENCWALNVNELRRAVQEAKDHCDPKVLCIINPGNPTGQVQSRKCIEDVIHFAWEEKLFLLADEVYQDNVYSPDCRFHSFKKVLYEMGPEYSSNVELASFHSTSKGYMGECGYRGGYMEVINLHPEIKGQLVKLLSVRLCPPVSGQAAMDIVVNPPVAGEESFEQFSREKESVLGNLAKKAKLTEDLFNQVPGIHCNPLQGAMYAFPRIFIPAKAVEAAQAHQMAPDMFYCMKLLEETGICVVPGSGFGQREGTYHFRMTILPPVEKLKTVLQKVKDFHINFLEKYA
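GPT2 10ng/uL, a-KG 250uM, L-Ala 2mM, HEPES pH7.5 + 0.0001% Tween; 30 min RT. Then Amplex mix (PO/HRP/ThPP), 30 min RT dark, fluorescence. AOA 50uM used as positive control.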
SNCA expr inhib: Primary qHTS assay for inhibitors of alpha-synuclein gene (SNCA) expression; HEK-293 SNCA-luciferase knock-in, luminescence, 24 h; Potency, µM (highest dose often 57.2 µM), inactives show at the highest dose activity change, negative = inhibition, most hits filed as inhibitors; hit rate 0.17% among 140,000; AID 1671194, 2021;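 note: potency is the fitted concentration of half-maximal effect; plate controls were DMSO cells for no effect and cell-free wells for full effect; nearly all actives have a fitted effect of over 45% in size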
IP6K1 inhibitor: Primary qHTS assay for small molecule inhibitors of Inositol hexaphosphate kinase 1 (IP6K1). Inositol hexakisphosphate kinase 1 (Homo sapiens), Q92551. hit rate 0.81% among 140,000. activity change, % (series mostly up to about 58 µM). IP6K1 kinase, ADP-Glo luminescence, 2 h; hits give low values. AID 1645851, 2021; in the data active = activity change below about -25%
Target sequence (Q92551 whole entry, looked up): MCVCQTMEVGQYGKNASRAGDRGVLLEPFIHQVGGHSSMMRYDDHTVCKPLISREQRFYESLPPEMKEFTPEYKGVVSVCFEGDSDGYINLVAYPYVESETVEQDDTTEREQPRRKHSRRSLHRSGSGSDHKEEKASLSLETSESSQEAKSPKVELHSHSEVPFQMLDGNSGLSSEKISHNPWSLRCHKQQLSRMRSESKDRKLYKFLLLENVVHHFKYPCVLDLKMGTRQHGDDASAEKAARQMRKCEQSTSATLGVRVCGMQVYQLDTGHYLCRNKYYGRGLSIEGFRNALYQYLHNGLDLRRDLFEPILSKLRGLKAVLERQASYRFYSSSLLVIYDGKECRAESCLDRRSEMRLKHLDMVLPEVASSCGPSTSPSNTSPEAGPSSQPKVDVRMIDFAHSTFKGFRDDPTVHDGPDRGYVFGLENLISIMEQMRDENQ
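ADP-Glo luminescence measures ADP made by human IP6K1 during a 2 h RT reaction with ATP/IP6 (mix at 1.3 mM/130 uM); top library doses 57.5 and 19.1 uM final.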
* = called active by the depositor; i = inactive; ? = inconclusive; . = no result given; & = joins results of further samples; [ ] = dose if it differs, or a comment. Unless noted, calls come from the whole dose curve; as a rule, active = well fitted curve in the direction sought with a large enough effect; inconclusive = small, poorly fitted or top-dose-only effect, or another doubt; inactive = no such curve, though single readings can be large; an effect the other way counts as inactive or inconclusive. Unless noted, % is set by controls: 0 for no effect and ±100 for the full control effect. This is a subset (hit frequency here may not be typical).

Results follow in this order: SNCA viab count, HEK cytotox, FLuc inh, NIH3T3 tox, GPT2 inh, SNCA expr inhib, IP6K1 inhibitor
Cc1cccc(NC(=O)CN2CCC(c3ccccn3)CC2)c1
→ 4%, ., ., ., i, ., 3
COc1cc2nccc(Oc3ccc(NC(=O)C4(C(=O)Nc5ccc(F)cc5)CC4)cc3)c2cc1OC
→ ?, ., ., ., 3%&1%, -28%, 9
CNS(=O)(=O)CCc1ccc2[nH]cc(C3CCN(C)CC3)c2c1
→ ?, ., ., ., i, 3%, 22&2
CCO[C@@H]1OC(=O)C[C@@H]1NC(=O)[C@@H]1CCCN1C(=O)[C@@H](NC(=O)c1ccc(N)c(Cl)c1)C(C)(C)C
→ -7%, ., ., ., 3%, ., 13
CCN(CCCCOC(=O)c1ccc(OC)c(OC)c1)C(C)Cc1ccc(OC)cc1 (configuration not stated)
→ -4%[23.9 µM], ., ., ., i, 25%[25.6 µM], 13
Cc1cc(C(=O)Nc2cc(Oc3ccc4nc(NC(=O)C5CC5)cn4n3)ccc2C)n(C)n1
→ ?, ., ., ., -32%, ., 4
COc1ccc(-c2oc3c(CC=C(C)C)c(OC4O[C@H](CO)[C@@H](O)[C@H](O)[C@@H]4O)cc(O)c3c(=O)c2OC2O[C@@H](C)[C@H](O)[C@@H](O)[C@@H]2O)cc1 (some centres not stated)
→ ?, ., ., ., 3%, ?, .
O=C(C1CC1)N1CCC(c2noc(-c3cnccn3)n2)C1 (configuration not stated)
→ 6%, 11%, 1%, 2%, 3%, -4%, -6
C[C@@H]1CC[C@]2(C(=O)O)CC[C@]3(C)C(=CCC4[C@@]5(C)C[C@@H](O)[C@H](O)[C@@](C)(CO)C5CC[C@]43C)C2[C@H]1C (some centres not stated)
→ -10%[23.9 µM], ., ., ., -3%[27.3 µM], ., 24
CCCCCCCCCCCCCCCC[N+](C)(C)Cc1ccccc1
→ -13%[23.9 µM], ., ., ., -1%, -3%[25.6 µM], -15
CC(C)C[C@@H]1[C@H](c2ccccc2)OC(=O)N1CCCN1CCCCCC1
→ -21%[23.9 µM], ., ., ., i, 6%[25.6 µM], -6
Cc1ncc(-c2ccnc(Nc3ccc(S(C)(=O)=O)cc3)n2)n1C(C)C
→ ?, ., ., ., -10%, ?, 9
O=C(c1ccccn1)N(Cc1cccs1)C1(C(=O)NC2CCCCC2)CCCCC1
→ -23%, ., ., ., -7%, ., -2
CC1(C)OC2=C(C(=O)c3ccccc3C2=O)[C@H](NCc2ccccc2)[C@H]1O
→ 14µM*, ., ., ., 14µM*, 12µM*, .
Nc1c2ccccc2nc2ccccc12
→ 25%[23.9 µM], ., ., ., i, -51%[25.6 µM], 29
CCCC(CCC)C(=O)NCc1ccc2c(cnn2-c2ccccc2OC)c1
→ -8%, ., ., ., i, ., 25
On1ncc(C2CCNCC2)c1-c1cccc(-c2ccccc2)c1
→ -16%, ., ., ., -30%, ., 13
CCOC(=O)c1sc(NC(=O)c2c(-c3ccccc3)c(-c3ccccc3)nn(C)c2=O)nc1C
→ 3%, ., ., ., ., -13%, 19
Cc1nc(C2CCCCC2)c(-c2ccc(S(N)(=O)=O)c(F)c2)o1
→ -8%[23.9 µM], ., ., ., i, 73%[25.6 µM], 32
O=C(CCN1CCN(CCO)CC1)N1c2ccccc2Sc2ccc(C(F)(F)F)cc21
→ 0%[23.9 µM], ., ., ., 1%, -17%[25.6 µM], 5
COc1cc(-c2cc(-c3ccc(N4CCNCC4)cc3)cnc2C)cc(OC)c1OC
→ -20%, ., ., ., i, ., -12
Cc1cccc(N(C)C(=S)Oc2ccc3c(c2)CCC3)c1
→ 17%, ., ., ., -11%, -46%[25.6 µM], -2
COc1cc2nccc(Oc3ccc(NC(=O)NC4CC4)c(Cl)c3)c2cc1C(N)=O
→ ?, ., ., ., -12%&3%, ?, 27
CC(C)Oc1ccc(-c2nc(-c3cccc4c3CCC4NCCC(=O)O)no2)cc1C#N (configuration not stated)
→ -1%, ., ., ., -1%, ., 12
NC(=O)c1cccc2[nH]c(-c3ccc(C4CCCN4)cc3F)nc12 (configuration not stated)
→ -26%, ., ., ., -2%, ., 6
CCc1cccc(CC)c1NC(=O)CN(CC(=O)O)CC(=O)O
→ 60%[23.9 µM], ., ., ., -6%, -9%[25.6 µM], -4
CC(C)CCC(=O)N1CCc2nc(N3CCN(C)CC3)sc2C1
→ 3%, ?, 12%, -26%, i, 26%, 6
CCn1c(-c2nonc2N)nc2c(C#CC(C)(C)O)ncc(OCC3CCCNC3)c21 (configuration not stated)
→ -34%, ., ., ., i, ., -5
CN(C)c1nc(NC2CCC(NCCc3ccc(Br)cc3OC(F)(F)F)CC2)nc2ccccc12 (configuration not stated)
→ ?, ., ., ., -1%, ., -6
CCCn1c(=O)c2[nH]c(-c3cnn(Cc4cccc(C(F)(F)F)c4)c3)nc2n(CC)c1=O
→ -5%&-9%, ., ., ., ?, -4%, -8
Cn1cc(-c2ccc3nnc(Sc4ccc5ncccc5c4)n3n2)cn1
→ -5%, ., ., ., 3%, 20%, .
COCCOc1ccc(N2CCN(CCn3ncc4c3nc(N)n3nc(-c5ccco5)nc43)CC2)cc1
→ -23%, ., ., ., 2%, ., -4
Cc1c(C(=O)Nc2ccc(N3C[C@@H](C)O[C@@H](C)C3)nc2)cccc1-c1ccc(OC(F)(F)F)cc1
→ -3%&-21%, ., ., ., -8%, -7%, -9
COCC(=O)NC/C=C/c1ccc2ncnc(Nc3ccc(Oc4ccc(C)nc4)c(C)c3)c2c1
→ ?, ., ., ., -7%, ., 0
O=[N+]([O-])c1cncn1CCN1CCOCC1
→ -4%[23.9 µM], ., ., ., -8%, -22%[25.6 µM], 7
O=C(NC1CCN(CCc2c[nH]c3ccccc23)CC1)c1ccccc1
→ -12%[23.9 µM], ., ., ., i, -6%[25.6 µM], 16
c1cn2cc(-c3ccc4cn[nH]c4c3)nc(Nc3ccc(N4CCOCC4)cc3)c2n1
→ -14%, ., ., ., ?, ., -9
CCN(CC)CC1CCCCN1CC(=O)N1c2ccccc2C(=O)Nc2cccnc21 (configuration not stated)
→ 5%[23.9 µM], ., ., ., 5%, 2%[25.6 µM], 5
N=c1nc(N2CCCCC2)cc(N)n1O
→ -2%, ., ., ., -11%, -9%, -14
CNc1ccc([N+](=O)[O-])cc1-n1cnc(-c2ccc(C(F)(F)F)cc2)c1
→ -16%, ., ., ., 5%, ., -11
O=C([C@H]1C[C@@H](F)CN1S(=O)(=O)c1cccc(Cl)c1)N1CCOCC1
→ -16%, -13%, 1%, 1%, i, -18%, 3
CCCOc1ccc2nc(NC(=O)OC)[nH]c2c1
→ -2%, ., ., ., -2%, 8%, -17
COc1cc(OC)c(C=CS(=O)(=O)Cc2ccc(OC)c(NCC(=O)O)c2)c(OC)c1
→ -8%, ., ., ., i, -9%, .
O=C(CCc1ccccc1)N1CCC(O)(Cn2cnc3cc(Cl)ccc3c2=O)CC1
→ -18%, ., ., ., i, ., -9
CCOc1cc(N2CCC(O)CC2)ccc1Nc1ncc2c(n1)N(C1CCCC1)CCC(=O)N2C
→ -16%, ., ., ., ?, ., -19
Nc1ncnc2c1c(-c1cccc(OCc3ccccc3)c1)cn2C1CC(CN2CCC2)C1 (configuration not stated)
→ ?, ., ., ., i, ?, 48
Cc1scc2c1N(C(=O)CN1CCN(C)CC1)c1ccccc1NC2=O
→ 6%, ., ., ., i, 7%, -11
CCCC(=O)O[C@]1(C(=O)CCl)[C@@H](C)C[C@H]2[C@@H]3CCC4=CC(=O)C=C[C@]4(C)[C@@]3(F)C(=O)C[C@@]21C
→ 11%[23.9 µM], ., ., ., 2%, 15%[25.6 µM], -6
Cc1ccc(C)c(Nc2nc3nonc3nc2Nc2cccc(C)c2C)c1
→ ?, ., ., ., ., ?, 8
Cc1c(Cl)cccc1NC(=O)Cn1cc(C(=O)C2CCCCC2)c2ccccc21
→ -10%, ., ., ., ., ?, -1
O=C(c1ccc(F)c(F)c1Nc1ccc(I)cc1F)N1CC(O)(C2CCCCN2)C1 (configuration not stated)
→ -8%, ., ., ., 0%, ., 5
CC(C)c1nn(-c2c(Cl)cccc2Cl)c2nc(Cc3ccc(OCCO)cc3)[nH]c(=O)c12
→ ?, ., ., ., -2%, 0.19µM*, 18
COc1ccc(C(=O)c2ccccc2)c(O)c1
→ 12%[23.9 µM], ., ., ., i, 10%[25.6 µM], 28
Cc1ccccc1OCC(O)CO (configuration not stated)
→ -6%[23.9 µM], ., ., ., 1%, 39%[25.6 µM], -3
CCCC1(c2ccccc2)NC(=O)N(CC(=O)N(C)Cc2c(F)cccc2Cl)C1=O (configuration not stated)
→ -27%, ., ., ., i, ., 1
O=C(N[C@H](Cc1ccccc1)C(=O)O)c1sc2cc(F)ccc2c1Cl
→ -7%, ., ., ., 1%, ., 3
CNCc1ccc(-c2[nH]c3cc(F)cc4c3c2CCNC4=O)cc1
→ ?, ., ., ., -6%, -4%, -13
CN(C)CC/C=C1/c2ccccc2COc2ccc(CC(=O)O)cc21
→ -12%[23.9 µM], ., ., ., 0%, -5%[25.6 µM], 21
CC1(C)CC(=O)c2c(C(F)(F)F)nn(-c3ccc(C(N)=O)c(NC4CCC(O)CC4)c3)c2C1 (configuration not stated)
→ -20%&-5%, ., ., ., i, ?, -15
